Screening data: PubChem, National Center for Advancing Translational Sciences (NCATS)
GRP78 ERSR act = inducers of ER stress response in human glioma cells; U87-MG GRP78 promoter luciferase reporter, 16 h; Potency, µM, inactives show at the top dose activation, actives largely listed as activators; actives 0.02% (n = 420,000); AID 602332; further: potency means the concentration at half of the fitted maximal effect; series mostly up to about 76 µM; % of control where 0% means no effect; nearly all actives have a fitted effect of over 35% in size
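Stably transfected U87-MG human glioma cells carrying a GRP78-based luminescent sensor were seeded at 1000 cells/well, pin-dosed with compounds and incubated 16 h. Luciferase reagent was then added, and end-point luminescence was read after 10 min at room temperature.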
RGS4 inh = blocks human RGS4-accelerated GTP hydrolysis; Transcreener GDP fluorescence polarization, RGS4-accelerated GTP hydrolysis; Potency, µM (series often up to 114 µM), for the others: at the highest dose activity change, negative = inhibition, hits mostly inhibitors; actives 0.039% (n = 390,000); AID 504845; further: potency means the concentration at half of the fitted maximal effect; on the % scale 0 is the no-effect control and ±100 the full control effect; nearly all actives have a fitted effect of over 75% in size; some results filed as inactive show a strong effect at the top dose
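MLSMR compounds (23 nl, pin-transferred) preincubated 10 min at room temperature with a 500nM (2x) first reagent, then RGS4 at 900nM (2x) plus Transcreener GDP mix added; fluorescence polarization (620/688 nm) read before and after 90 min at 30 °C.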
Vif-APOBEC3G blk = inhibitors of Vif-APOBEC3G interaction; actives 0.076% (n = 410,000); Q9HC16; HeLa A3G-eYFP + Vif (tagged APOBEC3G with the HIV-1 protein that degrades it), YFP fluorescence, overnight; Potency, µM (series often up to 46.1 µM), without a hit: at the top dose activity, negative = active, most hits filed as inhibitors; AID 602310;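 further: potency means the concentration at half of the fitted maximal effect; on the % scale 0 is the no-effect control and ±100 the full control effect; nearly all actives have a fitted effect of over 60% in size; hits raise eYFP signal because A3G escapes Vif-driven loss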
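HeLa cells stably expressing Vif and C-terminally eYFP-tagged A3G, seeded overnight at 37 deg C, then exposed to compound by pintool overnight at 37 deg C. Rise in yellow fluorescence (Ex 488/Em 500-530, Acumen) marks blocked Vif-driven A3G degradation.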
mIDH1 inhibitor = inhibitors of human mutant IDH1 R132H; O75874; IDH1-R132H enzyme, NADPH consumption, diaphorase/resazurin fluorescence; Potency, µM (highest dose often 76.6 µM), without a hit: top-dose activity change, negative = inhibition, hits mostly inhibitors; actives 0.093% (n = 390,000); further: potency means the concentration at half of the fitted maximal effect; on the % scale 0 is the no-effect control and ±100 the full control effect; nearly all actives have a fitted effect of over 65% in size
Target sequence (O75874 whole entry R132H, stated change not applied): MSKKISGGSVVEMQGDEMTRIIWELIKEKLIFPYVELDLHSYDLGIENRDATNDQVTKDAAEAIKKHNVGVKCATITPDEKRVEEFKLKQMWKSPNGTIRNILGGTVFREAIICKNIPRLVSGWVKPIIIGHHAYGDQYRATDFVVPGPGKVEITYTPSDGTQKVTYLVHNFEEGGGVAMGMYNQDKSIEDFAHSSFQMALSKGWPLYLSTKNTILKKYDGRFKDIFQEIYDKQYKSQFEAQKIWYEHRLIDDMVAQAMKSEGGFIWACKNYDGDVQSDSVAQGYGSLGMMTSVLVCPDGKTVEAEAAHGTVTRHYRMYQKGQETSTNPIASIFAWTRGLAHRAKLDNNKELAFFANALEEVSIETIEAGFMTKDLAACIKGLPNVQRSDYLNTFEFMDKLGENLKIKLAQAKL
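IDH1-R132H (0.5 ug/mL dispensed) in pH 7.5 Tris buffer was preincubated 30 min with compound, then given a substrate mix of 0.016 mM NADPH and 2 mM alpha-KG for 80 min at room temperature; remaining NADPH was read by diaphorase/resazurin fluorescence.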
TrxR1 substrate = substrates of rat thioredoxin reductase 1. O89049. purified TrxR1 substrate turnover, NADPH consumption readout. Potency, µM (titrated, usually from 114 µM), inactives show at the top dose activity change, negative = substrate turnover. actives 0.01% (n = 390,000). AID 588456; further: potency means the concentration at half of the fitted maximal effect; on the % scale 0 is the no-effect control and ±100 the full control effect; nearly all actives have a fitted effect of over 50% in size
Target sequence (O89049 whole entry, looked up): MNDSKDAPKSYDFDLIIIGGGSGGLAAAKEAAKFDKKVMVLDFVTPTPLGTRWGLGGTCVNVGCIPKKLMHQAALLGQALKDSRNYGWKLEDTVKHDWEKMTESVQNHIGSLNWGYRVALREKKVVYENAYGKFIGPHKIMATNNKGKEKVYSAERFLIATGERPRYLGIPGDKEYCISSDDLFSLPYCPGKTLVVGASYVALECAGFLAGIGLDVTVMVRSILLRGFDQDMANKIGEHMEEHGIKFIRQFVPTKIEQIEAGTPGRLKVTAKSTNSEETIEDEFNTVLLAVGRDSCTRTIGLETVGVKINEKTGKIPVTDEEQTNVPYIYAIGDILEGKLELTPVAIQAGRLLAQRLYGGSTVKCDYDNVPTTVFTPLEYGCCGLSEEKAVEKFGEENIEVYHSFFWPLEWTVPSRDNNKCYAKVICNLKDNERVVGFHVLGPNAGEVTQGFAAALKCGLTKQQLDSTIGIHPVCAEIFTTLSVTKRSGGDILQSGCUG
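Rat TrxR1, dispensed at 90 nM, was prereduced with 400 uM NADPH (final) for 5 min at ~22 deg C, then incubated with compound 15 min before 400 uM selenite. A first-read NADPH fluorescence drop versus no-compound background flagged substrates.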
rTrxR1 inhibitor = blocks rat thioredoxin reductase 1; recombinant rTrxR1, NADPH fluorescence consumption, selenite substrate; Potency, µM (doses to about 114 µM), for the others: top-dose activity change, negative = inhibition, hits mostly inhibitors; actives 1% (n = 390,000); AID 588453; further: potency means the concentration at half of the fitted maximal effect; on the % scale 0 is the no-effect control and ±100 the full control effect; nearly all actives have a fitted effect of over 65% in size
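Rat TrxR1 (90 nM in the dispensed reagent) was pre-reduced with 400 uM NADPH for 5 min at room temperature, then incubated with compound for 15 min. After 400 uM selenite was added, NADPH fluorescence (Ex 340/Em 450 nm) was followed for 8 min.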
Vif-A3F inh = Vif-A3F binding inhibition; HeLa A3F-eYFP + Vif (tagged APOBEC3F with the HIV-1 protein that degrades it), YFP fluorescence increase; Potency, µM (series often up to 46.1 µM), for inactives: at the highest dose activity, negative = active; actives 0.2% (n = 390,000); further: potency means the concentration at half of the fitted maximal effect; % of control where 0% means no effect; nearly all actives have a fitted effect of over 65% in size
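HeLa cells stably expressing A3F-eYFP plus Vif, plated and incubated overnight at 37 deg C, then exposed to compounds overnight at 37 deg C. Blocked degradation read as raised yellow fluorescence (Ex 488/Em 500-530).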
LDHA block = inhibitors of human lactate dehydrogenase A; actives 0.15% (n = 480,000); P00338; purified LDHA, NADH/diaphorase-resazurin fluorescence; active compounds read low; AID 1347041; activity change, % (values are at about 110 or 230 µM); in the data active means activity change below about -30%; inconclusive means mostly about -25% to -30%;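 further: plate controls were DMSO wells for no effect and wells without enzyme for full effect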
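Human LDH5 (2 nM) was incubated with 0.06 mM NADH and 0.2 mM pyruvate for 5 min at room temperature in Tris pH 7.4. Remaining NADH was coupled through diaphorase/resazurin, and resorufin fluorescence was read at 0 and 20 min.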
USP1-UAF1 inh = USP1/UAF1 (human) deubiquitinase inhibition. recombinant USP1/UAF1, Ub-Rhodamine cleavage fluorescence. Potency, µM (titrated, usually from 57.1 µM), inactives show at the highest dose activity change, negative = inhibition, most hits filed as inhibitors. actives 0.23% (n = 390,000); further: potency means the concentration at half of the fitted maximal effect; on the % scale 0 is the no-effect control and ±100 the full control effect; nearly all actives have a fitted effect of over 60% in size; inactives centre near -12
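USP1/UAF1 complex (1 nM) preincubated 15 min at room temperature with compound, then Ub-Rho substrate (150 nM final) added. Kinetic fluorescence at 480/540 nm over 6 reads at 60 s intervals; 50 mM HEPES pH 7.8, 0.5 mM EDTA, 0.1 mg/ml BSA, 1 mM TCEP, 0.01% Tween-20.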
* marks the source's active call; other numbers are inactive results; u = inconclusive; x = no result given; & = joins results of further samples; [ ] = dose if it differs, or a comment. Unless noted, the call rests on the fitted dose curve; in most records, active means well fitted curve in the direction sought with a large enough effect; inconclusive means small, poorly fitted or top-dose-only effect, or another doubt; inactive means no such curve, though single readings can be large; an effect the other way counts as inactive or inconclusive. The list is partial; the hit share may differ from the screen's.

SMILES	GRP78 ERSR act	RGS4 inh	Vif-APOBEC3G blk	mIDH1 inhibitor	TrxR1 substrate	rTrxR1 inhibitor	Vif-A3F inh	LDHA block	USP1-UAF1 inh
COc1ccc(C)cc1NC(=O)CSc1nnc(-c2cc(C)[nH]n2)n1N	3%	-52%	-7%	-10%	4%	30%	3%	-2	-18%
CC(C)CCn1c(=O)c2cccnc2n(CC(=O)Nc2ccccc2)c1=O	1%	-9%	-3%	3%	-10%	-25%	-6%	-7	-8%
CC(C)c1c(C(=O)N/N=C/c2c[nH]c3ccccc23)nnn1-c1nonc1N	-2%	27%	-25%	9%	1%	-11%	10%	-10	-3%
O=C(C1CC1c1ccccc1)N1CCOCC1 (stereo not drawn)	-3%	-22%	1%	0%	6%[0.457 µM]	23%	11%	-3	0%
Cc1ccc2nc(N3CCN(C(=O)CCCC(=O)O)CC3)nc(-c3ccccc3)c2c1	-3%	0%	4%	-2%	9%	-16%	-1%	0&-1&6	-2%
COc1ccc(O)c(/C=N/Nc2nc3ccccc3[nH]2)c1	-2%	0%	-3%	11%	5%	20%	5%	-5	-24%
Cc1ccc(C(=O)OCC(=O)N2CCCc3ccccc32)cc1C	-1%	-9%	-1%	1%	-5%	-3%	-19%	-2	-10%
O=C(C[n+]1ccccc1Br)c1ccc(Cl)cc1	-4%	x	3%	x	-5%	9%	x	-7	x
O=C(O)c1ccc(NC(=O)C(c2ccccc2)c2ccccc2)cc1	-2%	-12%	-9%	7%	10%	21%	2%	-1	-19%
CCCCNC(=O)C(Sc1ccccc1)c1ccccc1 (stereo not drawn)	-3%	-4%	-2%	3%	0%	-33%	5%	-3	-13%
CCc1nnc(NC(=O)c2ccc(S(=O)(=O)N3CCc4ccccc4C3)cc2)s1	1%	u	0%	1%	4%	14%	-12%	1	-8%
COc1ccc(S(=O)(=O)NCC2CCCN(C(=O)C3CCCC3)C2)cc1 (stereo not drawn)	-3%	22%	-1%	2%	-11%	3%	0%	-7	-7%
CCOC(=O)c1c(C)[nH]c(C(=O)CSc2nc3ccccc3o2)c1C	1%	15%	-4%	-3%	1%[57.1 µM]	21%[57.1 µM]	-5%	-14	-8%
O=C(O)[C@H]1C[C@@H](CP(=O)(O)O)CCN1	-5%&2%	-5%	-2%	x	4%	23%	x	x	x
CSc1nc(N2CCN(Cc3ccc4c(c3)OCO4)CC2)c2ccccc2n1	-5%	17%	7%	-1%	-8%	-2%	-2%	-4	-5%
OCC[C@H]1C[C@H](O)[C@@H](O)[C@]2(CCCc3ccccc3O2)O1	-2%	5%	-1%	-3%	-3%	-13%	2%	-10	-9%
COc1cc(/C=N/NC(=O)c2ccc(CSc3nncn3C)cc2)ccc1OCC(=O)N1CC(C)OC(C)C1 (stereo not drawn)	-1%	8%	-1%	-6%	-11%	-1%	10%	-12	-11%
COc1ccc(C(CNC(=O)c2ccco2)N2CCCCC2)cc1 (stereo not drawn)	0%	-27%	-1%	-2%	7%	14%[57.1 µM]	8%	-7	-21%
COc1cccc(-c2ccc3c(c2)O[C@H](CN(C)C(=O)c2ccccc2F)[C@H](C)CN([C@H](C)CO)S3(=O)=O)c1	0%	x	-14%	1%	x	x	-4%	-12	-19%
CCc1ccc(N(CC)C(=O)Cn2c(=O)oc3ccccc32)cc1	-4%	-34%	-4%	-3%	-7%	2%	0%	2	-7%
Cc1ccsc1/C=N/NC(=O)CSCc1ccc(Cl)cc1	-7%	2%	-1%	20%	-5%	-4%	-9%	-4	-30%
COc1ccc(CCNC(=O)CN(Cc2ccc(Cl)cc2)S(C)(=O)=O)cc1OC	-3%	-2%	0%	5%	8%	4%	0%	1	-12%
NC(=O)[C@@H]1CCCN1Cc1nc(Cc2ccccc2Cl)no1	-1%	-25%	-10%	6%	2%	0%	-16%	-1	-20%
COc1cc(/C=C/C(=O)OCC(=O)N2CCC(Cc3ccccc3)CC2)ccc1O	-4%	-2%	2%	3%	10%[57.1 µM]	20%[57.1 µM]	12%	-4	-2%
COC(=O)c1ccc(NCC(=O)Nc2cc(C)cc(C)c2)cc1	-3%	-12%	1%	14%	6%	15%	-12%	-3	-19%
The list goes on:
SMILES	GRP78 ERSR act	RGS4 inh	Vif-APOBEC3G blk	mIDH1 inhibitor	TrxR1 substrate	rTrxR1 inhibitor	Vif-A3F inh	LDHA block	USP1-UAF1 inh
CCc1ccc(Nc2ncnc3nc[nH]c23)cc1	-2%	16%	-6%	0%	9%	27%	-2%	-5	-18%
Cc1cc(/C=N/n2c(COc3ccccc3)nc3ccccc3c2=O)c(O)c([N+](=O)[O-])c1	-3%	-18%	-4%	u	-8%	-2%	11%	-2	-11%
CN(C)CCn1c2c(c(SCC(=O)NCc3ccccc3)nc1=O)CCCC2	-4%	-15%	1%	7%	1%	-1%	16%	-1	-13%
COc1ccc(-n2nc(C(=O)NCC(=O)N3CCC(C(N)=O)CC3)c3ccccc3c2=O)cc1OC	-5%	15%	3%	0%	1%	9%	2%	-7	-10%
COc1ccccc1N=C1NC(=O)/C(=C/c2ccc(N(C)C)cc2)S1	7%	-23%	4µM*	-13%	-11%	1%	8.9µM*	-10	-14%
C=CCOc1ccc(C2NC(=S)NC(c3ccccc3)=C2C(C)=O)cc1OC (stereo not drawn)	2%	-25%	6%	-9%	u	u	-3%	-21	0%
c1ccc(CSc2ncn(-c3ccccc3)n2)cc1	-2%	15%	-3%	10%	-8%	-8%	x	1	4%
CCCCNC(=O)[C@H]1C[C@H]1[C@@H](O)[C@H](CO)NC(=O)[C@H](COCc1ccccc1)NC(=O)OC(C)(C)C	-3%	15%	0%	4%	-5%	8%	3%	-11	23%
Cc1cccc(N2C(=O)C(CC(=O)Nc3cccc(F)c3)N(CCc3ccncc3)C2=O)c1 (stereo not drawn)	-2%&-3%	-13%&3%	-8%&6%	9%&16%	2%&-4%	12%&-3%	-29%&-1%	0&-17	-9%&-5%
CCN(c1ccc(F)cc1)S(=O)(=O)c1cccc2nsnc12	0%	37%	2%	-8%	0%	17%	12%	-4	-21%
O=C(CSc1cccc2cccnc12)NCc1ccco1	-2%	1%	0%	3%	64%[activator]	-7%	2%	1	-15%
C=CCn1c(C(c2ccccc2)c2ccccc2)n[nH]c1=S	-3%	u	-6%	8%	-7%	u	-2%	-5	-17%
S=C(NCCN1CCOCC1)Nc1ccccc1Cl	-3%	-12%	2%	3%	1%	-7%	-3%	1	-4%
CCN(C(=O)Cn1c(=O)oc2cc(S(=O)(=O)N3CCCCC3)ccc21)c1ccccc1	-1%	21%	-4%	-16%	-1%	10%	1%	-5	-16%
FC(F)(F)c1nc2ccccc2n2c(-c3ccc(Cl)cc3)nnc12	16%	-23%	-13%	-1%	42%[activator][57.1 µM]	1%[57.1 µM]	0%	-1	-1%
CCC(C)(C)NC(=O)C(c1ccc(OC)cc1)N(C(=O)CCC(=O)Nc1cc(C)on1)c1cccc(OC)c1 (stereo not drawn)	-5%	-1%	1%	-8%	-3%[57.1 µM]	0%[57.1 µM]	-1%	-5	-6%
Cc1c(NC(=O)CSc2nc(-c3ccco3)cc(C(F)(F)F)n2)c(=O)n(-c2ccccc2)n1C	-1%	-12%	0%	0%	4%[57.1 µM]	-5%[57.1 µM]	-3%	-1	-9%
CCc1ccc(S(=O)(=O)NCCc2cn3cccc(C)c3n2)s1	0%	-4%	0%	5%	3%	13%	-5%	-4	-5%
Cc1ccc(C(=O)COC(=O)CNC(=O)CNC(=O)c2ccc(C)cc2)cc1	0%	-1%	0%	-2%	3%	6%	-8%	-6	-17%
COc1ccc(Cl)cc1CNCCSc1nnnn1-c1ccccc1	20%	-10%	-2%	-14%	1%	18%	2%	-1	-10%
CN1CCN(C(=O)CCN2C(=O)c3ccccc3S2(=O)=O)CC1	-1%	11%	4%	-1%	-4%	2%	-3%	-11	-12%

Five entries from above, with values under each structure:
Fields – GRP78 ERSR act	RGS4 inh	Vif-APOBEC3G blk	mIDH1 inhibitor	TrxR1 substrate	rTrxR1 inhibitor	Vif-A3F inh	LDHA block	USP1-UAF1 inh
CSc1nc(N2CCN(Cc3ccc4c(c3)OCO4)CC2)c2ccccc2n1
    -5%	17%	7%	-1%	-8%	-2%	-2%	-4	-5%
S=C(NCCN1CCOCC1)Nc1ccccc1Cl
    -3%	-12%	2%	3%	1%	-7%	-3%	1	-4%
Cc1ccc2nc(N3CCN(C(=O)CCCC(=O)O)CC3)nc(-c3ccccc3)c2c1
    -3%	0%	4%	-2%	9%	-16%	-1%	0&-1&6	-2%
Cc1cc(/C=N/n2c(COc3ccccc3)nc3ccccc3c2=O)c(O)c([N+](=O)[O-])c1
    -3%	-18%	-4%	u	-8%	-2%	11%	-2	-11%
NC(=O)[C@@H]1CCCN1Cc1nc(Cc2ccccc2Cl)no1
    -1%	-25%	-10%	6%	2%	0%	-16%	-1	-20%
